# Screening results from PubChem.
# All columns: NCI-60 one-dose screen, growth in % after 48 h at 10 µM unless noted; 100 = growth as untreated, 0 = no growth, -100 = all killed.
# MDA-MB-231: MDA-MB-231 breast cancer; 81,000 tested, 5% active
# MDA-MB-468: MDA-MB-468 breast cancer; 78,000 tested, 8.5% active; AID 2202374
# RPMI-8226: RPMI-8226 leukemia cells; 77,000 tested, 7.5% active; AID 1794781
# MDA-MB-435: MDA-MB-435 melanoma; 82,000 tested, 7.8% active
# MCF7: MCF7 breast cancer; 82,000 tested, 6.3% active; AID 1794796
# An asterisk follows results filed as active; x = not tested or not shown; & = joins results of further samples; ! = repeats disagree; [ ] = dose if it differs, or a comment. How the source made its calls: active means growth percent below 10; inactive means the rest. A portion of the library, so the mix of outcomes need not match the whole.
[1] CN(C)CCNc1ncc(F)c(-c2cnc3cc(-c4cnn(C)c4)ccn23)n1
[2] CC1OC23CCCCC2C(C#N)(C#N)C1(C#N)C(=N)O3 (stereo unspecified)
[3] CC#CC#C/C(=C/C=CC(=O)OC)SC
[4] COc1cccc2c(=O)c3c(n(C)c12)OC(C(C)C)C3 (stereo unspecified)
[5] CO/C(N)=C(\C#N)N=Cc1ccc2ccccc2c1
[6] CCCCCCCCCCCCCC1=C(O)C(=O)C(CC2=C(O)C(=O)C(CCCCCCCCCCCCC)=C(O)C2=O)=C(O)C1=O
[7] Cc1nc(C(N)=S)sc1C(=O)CC(=O)C(=O)Nc1nc2ccccc2[nH]1
[8] CC1CC(=O)N(N(C)C)C2(C#N)C(=O)N=C(N)C12C#N (stereo unspecified)
compound no.,1,2,3,4,5,6,7,8
MDA-MB-231,x,x,x,x,x,x,x,x
MDA-MB-468,x,x,x,x,x,x,x,x
RPMI-8226,98[0.005 µM],x,x,x,x,x,x,x
MDA-MB-435,x,x,x,x,x,x,x,x
MCF7,x,-34*[100 µM],62&72[100 µM],53&45[100 µM],1.2*[100 µM],-80*[100 µM],49&61[100 µM],-64*[100 µM]

[9] CC1CC2OC(=N)C1(C#N)C2(C#N)C#N (stereo unspecified)
[10] CC(C)CCCC(C)[C@H]1CC[C@H]2[C@@H]3CC[C@H]4C[C@@H](CCC=C(c5cc(Cl)c(O)c(C(=O)OC(C)C)c5)c5cc(Cl)c(O)c(C(=O)OC(C)C)c5)CC[C@]4(C)[C@H]3CC[C@]12C (stereo partly specified)
[11] CCCCCCCC/C=C\CCCCCCC(F)C(=O)O (stereo unspecified)
[12] CSc1nc(SC)c2ncn(C3CC(Oc4ccc(C)cc4)C(COc4ccc(C)cc4)O3)c2n1 (stereo unspecified)
[13] CCOCCOC(=O)C1CCC(=O)N1CN(C(C)=O)c1cc(OC)ccc1OC (stereo unspecified)
[14] Cc1n[nH]c(=O)n1N1C(=O)CCCC1=O
[15] O=c1ccc2ccc(O)cc2o1
[16] COC1=CC(=O)N(C)C(O)C1(C#N)OC1OC(CO)C(O)C(O)C1O (stereo unspecified)
compound no.,9,10,11,12,13,14,15,16
MDA-MB-231,x,x,x,x,x,x,x,x
MDA-MB-468,x,x,x,x,x,x,x,x
RPMI-8226,x,x,x,x,x,x,x,x
MDA-MB-435,x,x,x,x,x,x,x,x
MCF7,101&103[100 µM],125[50 µM],35&47[12.5 µM],76&69[100 µM],82&87[100 µM],77&93[100 µM],83&94[100 µM],78&84[100 µM]

[17] N=C1C(=N)c2ccccc2-c2ccccc21
[18] Cc1cc(N2CCCC2)c([N+](=O)[O-])cc1[N+](=O)[O-]
[19] CCN(C)c1nc(N(C)CC)c2nc(N(C)CC)nc(N(C)CC)c2n1
[20] CCOc1nnnc2nc[nH]c12
[21] O=c1[nH]c(Nc2ccc(Br)c(C(F)(F)F)c2)nc2nc[nH]c12
[22] CC(=O)c1ccc(NC(=O)/C(CC(=O)/C=C/c2ccccc2)=N/NC(N)=S)cc1
[23] COC(=O)[C@H]1CO[C@@H](C(C)(C)C)N1C(=O)N1C=CC(=O)C[C@@H]1C
[24] COC(=O)/C(=N\NC(N)=O)C(C(=O)C(=O)Nc1ccccc1OC)c1nc2ccc([N+](=O)[O-])cc2[nH]c1=O (stereo unspecified)
compound no.,17,18,19,20,21,22,23,24
MDA-MB-231,x,x,x,x,x,x,x,x
MDA-MB-468,x,x,x,x,x,x,x,x
RPMI-8226,x,x,x,x,x,x,x,x
MDA-MB-435,x,x,x,x,x,x,x,x
MCF7,0.8*![100 µM],89&65[100 µM],78&87[100 µM],79&93[100 µM],54&72[100 µM],4.1*![100 µM],81&85[100 µM],61&83[100 µM]

# 2 entries drawn at random from the list so far, as already listed:
[23] COC(=O)[C@H]1CO[C@@H](C(C)(C)C)N1C(=O)N1C=CC(=O)C[C@@H]1C
[20] CCOc1nnnc2nc[nH]c12
compound no.,23,20
MDA-MB-231,x,x
MDA-MB-468,x,x
RPMI-8226,x,x
MDA-MB-435,x,x
MCF7,81&85[100 µM],79&93[100 µM]

# Remaining list, next part:
[25] CC(=O)Nc1cc2nc3n(c2cc1C)CCC3OC(C)=O (stereo unspecified)
[26] CCC/C(Cl)=N\OC(=O)Nc1ccc(OC(F)(F)F)cc1
[27] COC1CC(OC2CCC3(C)C(=CCC4C3C(OC(C)=O)C(OC(=O)CC(C)C)C3(C)C(C(C)=O)CCC43O)C2)OC(C)C1OC1CC(OC)C(OC2CC(OC)C(OC3OC(C)C(OC4OC(CO)C(O)C(O)C4O)C(OC)C3O)C(C)O2)C(C)O1 (stereo unspecified)
[28] C=C1C2CCC3C4(C)CCCC(C)(C(=O)O)C4CCC3(C2)C1OC(=O)/C(C)=C/C (stereo unspecified)
[29] COC1(OC)N=C(N)C2(C#N)C(C)=C3NCN(C)N=C3C12C#N (stereo unspecified)
[30] O=C1c2ccccc2-c2c1c1ccccc1c(=O)n2CCO
[31] CC(=O)C1=C(C)N2C(=NC3=C(CCc4ccccc43)C2c2ccc(F)cc2)S1 (stereo unspecified)
[32] N#CC(=S)Nc1ccc(F)cc1
compound no.,25,26,27,28,29,30,31,32
MDA-MB-231,x,x,x,x,x,x,x,x
MDA-MB-468,x,x,x,x,x,x,x,x
RPMI-8226,x,x,x,x,x,x,x,x
MDA-MB-435,x,x,x,x,x,x,x,x
MCF7,101&110[100 µM],95&121[100 µM],63&79[75 µM],1.7*![100 µM],68&81[100 µM],-32*[100 µM],53&49[100 µM],-70*![100 µM]

# (list continues)
item | molecule | MDA-MB-231 | MDA-MB-468 | RPMI-8226 | MDA-MB-435 | MCF7
33 | C[C@]12CC[C@@H]3c4cc(Br)c(O)c(Br)c4CC[C@H]3[C@@H]1CC(Br)C2=O (stereo partly specified) | x | x | x | x | -70*[100 µM]
34 | CCc1n[nH]c(=O)n1N1C(=O)C2CCCCC2C1=O (stereo unspecified) | x | x | x | x | 77&80[100 µM]
35 | C=C1C(=O)OC2CC3(C)CCCC(C)C3=CC12 (stereo unspecified) | x | x | x | x | -85*[100 µM]
36 | COc1ccc(C(F)(F)F)cc1NC(=O)O/N=C(/Cl)C(C)C | x | x | x | x | 97&108[100 µM]
37 | N#C/C(=C1\N=C(c2ccccc2O)Oc2ccccc21)c1ccc([N+](=O)[O-])cc1 | x | x | x | x | 87&75[100 µM]
38 | Cn1c(COC(=O)NC2CCCCC2)c(COC(=O)NC2CCCCC2)c2ccc3cc(C=O)ccc3c21 | x | x | x | x | 69[100 µM]
39 | Clc1cc2nnn(C3CCCO3)c2cc1Cl (stereo unspecified) | x | x | x | x | 88&65[100 µM]
40 | Cc1ccc(C(=O)Nc2ccc(CP(=O)(O)O)cc2CP(=O)(O)O)cc1NC(=O)c1cccc(N)c1 | x | x | x | x | 81&87[100 µM]
41 | CC(=N\N)/C(C)=N/N=C(C)/C(C)=N/N | x | x | x | x | 84&101[100 µM]
42 | CC1=C(C2=C(C)C(=O)C(=O)c3cc(C)ccc32)c2ccc(C)cc2C(=O)C1=O | x | x | x | x | -100*[100 µM]
43 | CC1CC(=O)N(N(C)C)C(C#N)(C#N)C1(C#N)C#N (stereo unspecified) | x | x | x | x | -86*[100 µM]
44 | COC(=O)C(C(=O)C(=O)NC1Nc2ccc(C)cc2S1)c1nc2ccc(Cl)cc2[nH]c1=O (stereo unspecified) | x | x | x | x | 66&80[100 µM]
45 | Clc1ccc(C2C3COc4ccccc4C3=NN2c2ccccc2)cc1 (stereo unspecified) | x | x | x | x | -28*![100 µM]
46 | O=c1[nH]c(=O)n(C2CC(O)C(CO)O2)cc1Br (stereo unspecified) | x | x | x | x | -15*![100 µM]
47 | O=C1NC(N/N=C\C(O)C(O)C(O)C(O)CO)=N/C1=C\c1ccc(Cl)cc1 (stereo unspecified) | x | x | x | x | 14&58[100 µM]
48 | CCc1cc(Cc2cc(CC)c(NC(=O)C(=O)CC(=O)c3sc(-c4cccnc4)nc3C)c(CC)c2)cc(CC)c1NC(=O)C(=O)CC(=O)c1sc(-c2cccnc2)nc1C | x | x | x | x | 82&108[100 µM]
49 | COC(=O)[C@@H]1CO[C@H](C(C)(C)C)N1C(=O)N1C=CC(=O)C[C@H]1C | x | x | x | x | 81&80[100 µM]
50 | COc1ccccc1N(CN1C(=O)CCC1C(=O)O)C(C)=O (stereo unspecified) | x | x | x | x | 80&85[100 µM]
51 | CC1OC(OC2C(O[C@H]3CC[C@@]4(C)C(=CC[C@H]5[C@@H]6C[C@@H]7O[C@]8(CC[C@H](C)CN8)[C@@H](C)[C@@H]7[C@@]6(C)CC[C@@H]54)C3)OC(CO)C(O)C2OC2OC(CO)C(O)C(O)C2O)C(O)C(O)C1O (stereo partly specified) | x | x | x | x | -95*![100 µM]
52 | N#C/C=C1\C=CC(O)C(O)C1OC1OC(CO)C(O)C(O)C1O (stereo unspecified) | x | x | x | x | 74&93[100 µM]
53 | O=[N+]([O-])c1cccc(-c2ncnc(-c3cccc([N+](=O)[O-])c3)n2)c1 | x | x | x | x | 69&55[100 µM]
54 | CCOc1ccc(NC(=O)C(=O)Nn2c(N)nnc2N)cc1 | x | x | x | x | 84&67[100 µM]
55 | CC1(C=O)CCC23COC4(CCC5C6(C)CCC(OC7OCC(OC8OC(CO)C(O)C(OC9OC(CO)C(O)C(O)C9O)C8OC8OCC(O)C(O)C8O)C(O)C7OC7OC(CO)C(O)C(O)C7O)C(C)(C)C6CCC5(C)C4(C)CC2O)C3C1 (stereo unspecified) | x | x | x | x | -40*[100 µM]
56 | C[C@@H]1C[C@](O)([C@@H](C)Cl)C(=O)O[C@@H]2CCN3CC=C(COC(=O)[C@]1(C)O)[C@H]23 | x | x | x | x | 71&82[100 µM]
57 | Cc1cc2nnn(C3CCCO3)c2cc1C (stereo unspecified) | x | x | x | x | 93&84[100 µM]
58 | CC1=C(C(=O)Nc2ccc(F)cc2)C(c2ccc(Cl)cc2)n2ncnc2N1 (stereo unspecified) | 98 | x | 95 | 103 | x
59 | NC1=NC(c2cccc(Cl)c2)c2c(n[nH]c2N)N1 (stereo unspecified) | 97 | x | 90 | 100 | x
60 | Cn1cc2c3c(cccc31)[C@H]1C(=O)[C@H](CCC1(C)C)C2(C)C | 84 | x | x | 108 | 113
61 | COc1cc(NC(=O)CSc2nc3ccccc3c(=O)n2-c2ccccc2)cc(OC)c1OC | 77 | x | x | 103 | 102
62 | COc1cc2nc(SCC(=O)Nc3cc(OC)c(OC)c(OC)c3)n(-c3ccc(F)cc3)c(=O)c2cc1OC | 91 | x | x | 105 | 104
63 | C=C1CCC2C3(C)COC(c4ccccc4)OC3CCC2(C)C1C/C=C1/C(=O)OCC1O (stereo unspecified) | 89 | 31 | x | 73 | x

# Among those listed so far, these contain a Cl atom.
item | molecule | MDA-MB-231 | MDA-MB-468 | RPMI-8226 | MDA-MB-435 | MCF7
10 | CC(C)CCCC(C)[C@H]1CC[C@H]2[C@@H]3CC[C@H]4C[C@@H](CCC=C(c5cc(Cl)c(O)c(C(=O)OC(C)C)c5)c5cc(Cl)c(O)c(C(=O)OC(C)C)c5)CC[C@]4(C)[C@H]3CC[C@]12C (stereo partly specified) | x | x | x | x | 125[50 µM]
26 | CCC/C(Cl)=N\OC(=O)Nc1ccc(OC(F)(F)F)cc1 | x | x | x | x | 95&121[100 µM]
36 | COc1ccc(C(F)(F)F)cc1NC(=O)O/N=C(/Cl)C(C)C | x | x | x | x | 97&108[100 µM]
39 | Clc1cc2nnn(C3CCCO3)c2cc1Cl (stereo unspecified) | x | x | x | x | 88&65[100 µM]
44 | COC(=O)C(C(=O)C(=O)NC1Nc2ccc(C)cc2S1)c1nc2ccc(Cl)cc2[nH]c1=O (stereo unspecified) | x | x | x | x | 66&80[100 µM]
45 | Clc1ccc(C2C3COc4ccccc4C3=NN2c2ccccc2)cc1 (stereo unspecified) | x | x | x | x | -28*![100 µM]
47 | O=C1NC(N/N=C\C(O)C(O)C(O)C(O)CO)=N/C1=C\c1ccc(Cl)cc1 (stereo unspecified) | x | x | x | x | 14&58[100 µM]
56 | C[C@@H]1C[C@](O)([C@@H](C)Cl)C(=O)O[C@@H]2CCN3CC=C(COC(=O)[C@]1(C)O)[C@H]23 | x | x | x | x | 71&82[100 µM]
58 | CC1=C(C(=O)Nc2ccc(F)cc2)C(c2ccc(Cl)cc2)n2ncnc2N1 (stereo unspecified) | 98 | x | 95 | 103 | x
59 | NC1=NC(c2cccc(Cl)c2)c2c(n[nH]c2N)N1 (stereo unspecified) | 97 | x | 90 | 100 | x
